Luciferase inh – blocks purified firefly luciferase enzyme activity | P08659 | purified P. pyralis luciferase, luminescence, biochemical | Potency, µM (top dose mostly 115 µM), for inactives: top-dose activity change, negative = inhibition, usual class: inhibitors | 76,000 compounds, 2.5% hits | AID 1347043; note: potency is the fitted concentration of half-maximal effect; nearly all actives have a fitted effect of over 65% in size
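Luminescence read by CCD imaging after purified firefly luciferase (10nM final) was added to substrate buffer holding 10uM D-luciferin and 10uM ATP, pH 7.5, pre-dosed with compound.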
SNCA expr inh – SNCA gene expression inhibition; AID 1671194; Potency, µM (doses to about 57.2 µM), without a hit: at the top dose activity change, negative = inhibition, hits mostly inhibitors; HEK-293 SNCA-luciferase knock-in, luminescence, 24 h; 140,000 compounds, 0.17% hits;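 note: potency is the fitted concentration of half-maximal effect; plate controls were DMSO cells for no effect and cell-free wells for full effect; nearly all actives have a fitted effect of over 45% in size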
IP6K1 inhibitor – blocks human inositol hexakisphosphate kinase 1. Q92551. IP6K1 kinase, ADP-Glo luminescence, 2 h; stronger effect = lower value. activity change, % (series mostly up to about 58 µM). 140,000 compounds, 0.81% hits. AID 1645851; in the data active = activity change below about -25%
Target sequence (Q92551 whole entry, looked up): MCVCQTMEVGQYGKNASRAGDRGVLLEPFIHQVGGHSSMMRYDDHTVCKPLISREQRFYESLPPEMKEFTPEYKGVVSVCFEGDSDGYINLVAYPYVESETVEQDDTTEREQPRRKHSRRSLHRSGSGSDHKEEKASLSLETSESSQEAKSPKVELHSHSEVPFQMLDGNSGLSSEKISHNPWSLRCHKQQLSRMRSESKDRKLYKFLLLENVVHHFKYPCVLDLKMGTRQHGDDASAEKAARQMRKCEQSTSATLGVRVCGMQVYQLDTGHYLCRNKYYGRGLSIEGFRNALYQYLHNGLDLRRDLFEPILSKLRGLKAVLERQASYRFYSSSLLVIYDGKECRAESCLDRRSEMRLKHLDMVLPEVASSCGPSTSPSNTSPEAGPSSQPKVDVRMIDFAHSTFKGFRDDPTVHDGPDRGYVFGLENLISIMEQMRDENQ
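ADP-Glo luminescence measures ADP made by human IP6K1 during a 2 h RT reaction with ATP/IP6 (mix at 1.3 mM/130 uM); top library doses 57.5 and 19.1 uM final.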
NIH3T3 tox – NIH 3T3 cell cytotoxicity. NIH 3T3 viability, CellTiter-Glo ATP luminescence, 48-72 h. Potency, µM (series often up to 96.7 µM), for inactives: at the top dose activity change, negative = cytotoxicity, usual class: inhibitors. 94,000 compounds, 4.3% hits. AID 1345082; note: potency is the fitted concentration of half-maximal effect; nearly all actives have a fitted effect of over 55% in size
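Viability of NIH 3T3 cells after 48 or 72 hr compound treatment at 37 °C was assessed by CellTiter-Glo, with luminescence imaged following a 10 min room-temperature step.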
SNCA viab count – cell viability loss counter-screen; Potency, µM (series often up to 57.1 µM), for inactives: at the highest dose activity change, negative = cytotoxicity, hits mostly cytotoxic; HEK-293-SNCA-luc viability, GF-AFC fluorescence, 24 h; AID 1671193; 150,000 compounds, 0.12% hits;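 note: potency is the fitted concentration of half-maximal effect; 0% = DMSO-treated cells and -100% = medium-only wells without cells; nearly all actives have a fitted effect of over 30% in size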
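Cytotoxicity counterscreen: after 24 h compound treatment of genome-edited SNCA-luciferase HEK-293 cells, live-cell protease substrate GF-AFC read by fluorescence after 30 min; activity scaled between DMSO (0%) and medium-only (-100%), curves Hill-fitted.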
GPT2 inhibitor – blocks human glutamate pyruvate transaminase 2; Recombinant GPT2, coupled pyruvate oxidase/HRP Amplex Red fluorescence; Potency, µM (top dose mostly 57.7 µM), for inactives: at the top dose activity change, negative = inhibition, usual class: inhibitors; 100,000 compounds, 0.25% hits; AID 1671188; note: potency is the fitted concentration of half-maximal effect; nearly all actives have a fitted effect of over 60% in size; many of its hits are not listed in these tables
Target sequence (Q8TD30 whole entry, looked up): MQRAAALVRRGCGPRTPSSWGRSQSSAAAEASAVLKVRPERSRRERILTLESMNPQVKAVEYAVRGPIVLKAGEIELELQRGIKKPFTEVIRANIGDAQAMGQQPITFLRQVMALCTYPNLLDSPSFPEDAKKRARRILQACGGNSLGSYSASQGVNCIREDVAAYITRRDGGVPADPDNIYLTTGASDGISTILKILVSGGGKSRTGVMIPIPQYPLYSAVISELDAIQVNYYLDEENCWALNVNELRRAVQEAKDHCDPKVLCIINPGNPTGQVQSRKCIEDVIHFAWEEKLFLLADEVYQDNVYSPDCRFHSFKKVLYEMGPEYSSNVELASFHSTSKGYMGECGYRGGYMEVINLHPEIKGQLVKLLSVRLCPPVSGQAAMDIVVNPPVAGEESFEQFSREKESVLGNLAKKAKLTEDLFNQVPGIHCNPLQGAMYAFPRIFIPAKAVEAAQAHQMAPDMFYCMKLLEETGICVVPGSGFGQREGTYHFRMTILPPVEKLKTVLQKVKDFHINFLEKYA
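GPT2 10ng/uL, a-KG 250uM, L-Ala 2mM, HEPES pH7.5 + 0.0001% Tween; 30 min RT. Then Amplex mix (PO/HRP/ThPP), 30 min RT dark, fluorescence. AOA 50uM used as positive control.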
HEK cytotox – cytotoxic compounds in HEK 293 cells | Potency, µM (titrated, usually from 115 µM), inactives show top-dose activity change, negative = cytotoxicity, actives largely listed as inhibitors | 94,000 compounds, 6.6% hits | HEK 293 viability, ATP luminescence (CellTiter-Glo), 48-72 h; note: potency is the fitted concentration of half-maximal effect; nearly all actives have a fitted effect of over 60% in size
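HEK 293 seeded at 250 cells/well receive compound via pintool. After 48 or 72 hr at 37 degree Celsius, 5% CO2 and 95% humidity, CellTiter-Glo is dispensed and luminescence read following 10 min at room temperature.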
* hit, by the source's call; i = inactive; ? = inconclusive; · = no result given; [ ] = remark or other dose. Unless noted, calls come from the whole dose curve; as a rule, active = well fitted curve in the direction sought with a large enough effect; inconclusive = small, poorly fitted or top-dose-only effect, or another doubt; inactive = no such curve, though single readings can be large; an effect the other way counts as inactive or inconclusive. Unless noted, % is set by controls: 0 for no effect and ±100 for the full control effect. An unsorted share of the library. About 7.8% of those tested had a hit in this group.

SMILES	Luciferase inh	SNCA expr inh	IP6K1 inhibitor	NIH3T3 tox	SNCA viab count	GPT2 inhibitor	HEK cytotox
COc1ccc(-c2nc(C(C)C)nc3c2CCN(C(=O)Cc2cccc(Cl)c2)CC3)cc1	-5.0%	5.3%	0.9	?	-28.0%	i	?
O=C(c1ccccc1)N1CCCC(c2nn(-c3ccccc3)c(=O)[nH]2)C1 (centres undefined)	-11.6%	-1.4%	14.5	-27.7%	-5.7%	?	?
Cc1cccc(OCC(=O)N2CCC3(CC2)NC(=O)N(Cc2ccccc2)C3=O)c1	2.1%	5.8%	2.7	?	3.1%	-0.4%	?
CCOC(=O)c1cccc(NC(=O)c2c(OC)cc(=O)n3c2CCCC3)c1	-3.8%	-23.0%	5.7	1.6%	-2.8%	-3.9%	?
COc1cccc(CNc2cc(Cl)nc3ccnn23)c1	-8.9%[172 µM]	-5.1%[87.6 µM]	5.6	28.2µM*	-15.7%[87.6 µM]	-2.2%[88.5 µM]	?
NC(=O)C1CCCN(CC(=O)Nc2nc3ccccc3[nH]2)C1 (centres undefined)	10.6%	2.4%	3.0	-21.1%	0.7%	4.7%	-20.0%
COc1ccccc1-n1nc(Cc2ccccc2)n(CC(=O)NC(C)C2CC2)c1=O (centres undefined)	0.4%	-22.5%	7.6	-21.7%	-14.9%	-8.6%	3.0%
CC(C)CCN1C(=O)CC[C@]2(C(=O)N3CCC(C)CC3)CCCC[C@@H]12	-0.5%	-14.7%	-2.2	-24.7%	-27.0%	-7.3%	?
O=C(CCC[C@H]1NC[C@@H]2C[C@H]1CN(Cc1ccccc1)C2)NCc1cc(F)cc(F)c1	10.6%	25.7%	-13.2	?	-6.6%	0.2%	?
Cc1ccccc1CN1C(=O)c2ccccc2Sc2ccc(C(=O)NCCCN3CCOCC3)cc21	·	-12.6%	-8.7	·	-17.2%	·	·
CCn1nc(C)c(-c2cc(C(=O)N3CCCCCCNC(=O)CC3)no2)c1C	-7.4%	3.5%	-6.1	-27.8%	7.2%	i	-18.8%
CCOc1ccc(CCNC(=O)c2nn(-c3ccc(OC)cc3)c(=O)c3c2c2ccccc2n3C)cc1OCC	·	?	9.8	·	8.6%	·	·
CCc1cc2c(cc3c(=O)n(CC(=O)NCCc4ccccc4)ncn32)s1	·	13.4%	-10.4	·	6.7%	·	·
CC(C)CN1CC[C@H](c2nc3ncccc3[nH]2)C1	-2.6%[230 µM]	44.8%[activator][87.6 µM]	10.0	-3.0%[230 µM]	0.8%[87.6 µM]	-3.9%[88.5 µM]	-4.4%[230 µM]
Cc1ccc(NC(=O)c2cc(S(=O)(=O)NC3CCCCCC3)ccc2F)cc1F	·	?	-26.5*	·	?	·	·
O=C(Cn1cccc1-c1nc(-c2ccc3c(c2)OCO3)no1)Nc1cc(F)cc(F)c1	-2.4%	39.3%[activator]	1.8	-19.2%	2.9%	2.3%	?
COC[C@H]1C[C@@H](NC(=O)C2CCOCC2)[C@H](O)[C@@H]1O	-4.7%[230 µM]	0.2%[87.6 µM]	6.0	i	-1.6%[87.6 µM]	i	i
CN(CCC1CCOCC1)C(=O)c1ccc2oc(-c3cccc(F)c3)nc2c1	3.5%	80.8%[activator]	1.7	1.1%	0.9%	?	i
COC(=O)CNC(=O)N1CCC(Cc2noc(-c3ccc(OC)cc3)n2)C1 (centres undefined)	-4.0%	-7.2%	-2.9	?	?	i	?
Cc1cccc(CNC(=O)C2CCN(c3cn[nH]c(=O)c3)C2)c1 (centres undefined)	-1.6%	-0.7%	44.7	-11.6%	3.4%	i	-4.1%
CNC(=O)[C@@H]1C[C@H](n2cc(CNC(=O)Nc3cccc(Cl)c3)nn2)CN1	-0.9%	-0.9%	3.8	-0.6%	-1.5%	-11.1%	-2.0%
NC(=O)c1noc2c1CN(c1cc(-c3ccccc3)nc3ccnn13)CC2	0.3%	7.8%	38.0	?	-15.7%	i[11.5 µM]	44.7µM*
CN(C(=O)c1cc(-c2ccccc2O)on1)c1ccccc1	·	85.0%[activator]	-17.5	·	-15.7%	·	·
COc1ccc(OC)c(NC(=O)CC2C(=O)NCCN2C(=O)C(F)(F)F)c1 (centres undefined)	·	16.1%	-13.8	·	16.0%	·	·
O=C(c1cn2ccsc2n1)N1CC[C@@H](c2ccc3c(c2)OCO3)[C@H](O)C1	-15.5%	29.7%	3.1	-8.3%	2.6%	-15.5%	-31.9%
SMILES	Luciferase inh	SNCA expr inh	IP6K1 inhibitor	NIH3T3 tox	SNCA viab count	GPT2 inhibitor	HEK cytotox
COc1cccc(N2CCN(C(=O)C3CCCN(S(=O)(=O)c4ccc5c(c4)oc(=O)n5C)C3)CC2)c1 (centres undefined)	·	-0.8%	-20.8	·	-14.8%	·	·
COc1ccc(C(=O)Nc2nc3c(s2)C[C@@H]2[C@](C)(CO)[C@H](O)CC[C@@]2(C)[C@@H]3CC(=O)N2CCOCC2)cc1	-1.4%	63.8%[activator]	15.9	-14.0%	2.7%	1.6%	-14.4%
Cc1cc(C)cc(C(=O)N2CCCC(n3cc(-c4noc(C)n4)nn3)C2)c1 (centres undefined)	0.0%	0.3%	14.1	-4.9%	10.8%	i	15.2%
Cn1ncc2c(C(=O)NC3CCC3)cc(-c3ccc(F)cc3)nc21	·	·	-2.9	?	·	·	?
O=C(CCCc1ccccc1)N1CCCC(c2nc(C3CCOCC3)no2)C1 (centres undefined)	1.2%	8.9%	1.2	-9.4%	1.8%	1.3%	-27.5%
O=C(C1CC1)N1CCc2cc(Br)cc(S(=O)(=O)N3CCN(c4ccccc4F)CC3)c21	·	-12.1%	13.3	·	-5.9%	·	·
Cc1ccc(-c2cc3ncc4c(n3n2)-c2cc(C)ccc2OC4)cc1	·	14.5%	-0.4	·	3.6%	·	·
COc1ccccc1-c1nc2nccc(-c3cc4ccccc4o3)n2n1	-23.6%	11.4%	6.6	?	-28.0%	-26.1%	89.1µM*
Cc1ccc(Nc2ccnc(N3CCC(C(=O)NCc4cccs4)CC3)n2)cc1	·	42.1%[activator]	4.6	22.4µM*	-3.7%[12.5 µM]	2.8%	17.8µM*
COc1cccc(CC(=O)N2CCCC(c3noc(COc4ccccc4F)n3)C2)c1 (centres undefined)	-6.6%	9.8%	-2.8	?	-6.7%	-4.3%	?
COc1cccc([S+](=O)([O-])N2CCC(C(=O)N3CCC(N4Cc5cccn5C4=O)CC3)CC2)c1	·	2.1%	14.7	?	0.2%	2.9%	?
CC(C)NC(=O)c1cc(-c2ccccc2)nc2c1cnn2C	·	-7.8%[87.6 µM]	7.4	?	2.3%[87.6 µM]	2.7%[88.5 µM]	-26.1%[172 µM]
Cc1nn2c(c1-c1ccccc1-c1ccccc1)N(C(=O)c1ccn(C)n1)CCC2	-7.5%[172 µM]	10.2%[87.6 µM]	23.9	?	-1.1%[87.6 µM]	-6.2%[88.5 µM]	-4.8%[172 µM]
CN1c2cc(C(=O)N3CCN(c4ccccc4F)CC3)ccc2C(=O)N2CCCC21 (centres undefined)	-6.3%	-3.0%	22.6	i	5.1%[12.5 µM]	0.8%	9.4%
CCCCN(C)CC(O)Cn1cc(/C=C/C(=O)c2ccc(C)cc2)c2ccccc21 (centres undefined)	·	?	-15.1	·	?	·	·
CN(C)c1ccc(/C=C(\C#N)c2nc(-c3ccc(Cl)c(Cl)c3)cs2)cc1	·	1.0%	2.1	·	4.0%	·	·
CN(C1CCc2nn(CC3CC3)c(=O)n2CC1)S(=O)(=O)c1ccccc1F (centres undefined)	·	?	9.4	?	16.0%	-6.5%	-18.1%
O=C(NCc1ccc(Cl)cc1)C1CCCN(c2ccnc3ccnn23)C1 (centres undefined)	·	-3.5%	18.9	?	-16.3%	i	50.1µM*
Cn1cnc(S(=O)(=O)N[C@@H]2[C@@H](Cc3ccccc3)[C@H]3OCC[C@@H]23)c1	-9.8%	-6.2%	4.5	-17.0%	3.6%	i	-20.8%
O=C(CCS(=O)(=O)c1ccccc1)N(Cc1cccnc1)c1nc2ccc(F)cc2s1	·	41.8%[activator]	-26.1*	·	-5.9%	·	·
CCC[C@H]1CN(C(=O)c2ccc3c(c2)NC(=O)CN3)C[C@@H]1N	-1.6%	-20.8%	-11.4	2.1%	-1.6%	-1.2%	i
COc1cccc(NC(=O)Cn2nc3c(cc2=O)CCCC3)c1	-11.5%	-11.1%	0.5	-6.4%	1.9%	-7.3%	-10.9%
COc1ccc(NC(=O)c2ccc3oc(-c4ccncc4)nc3c2)cc1	·	8.9%	-1.7	-7.9%	2.1%	?	-18.8%
CCCc1cc(C(=O)N2CCCC3(CCC(=O)N(CCOC)C3)C2)cs1 (centres undefined)	7.8%	1.7%	-1.0	-10.4%	-4.1%	-1.3%[11.5 µM]	-1.8%
CCc1nc2c(c(-c3ccc(O)cc3)n1)CCN(C(=O)Nc1ccccc1)CC2	8.0%	13.4%	5.3	-0.4%	3.0%	3.9%	i
COc1ccccc1-c1ccc(CN2CCCCC2C(=O)NCc2cccc(C(F)(F)F)c2)cc1 (centres undefined)	·	·	18.1	?	·	·	28.2µM*
COCCCNC(=O)c1cc(-c2ccc(F)cc2)nc2c1cnn2C	·	126.0%[activator][87.6 µM]	18.1	?	-13.7%[87.6 µM]	-4.7%[88.5 µM]	?
CCOCC(=O)N1CCC(N2C(=O)CCC2C(=O)NCc2ccccc2)CC1 (centres undefined)	2.6%	27.8%	-5.6	-25.4%	-1.3%	i	-5.2%
Cc1ccc(NC(=O)Cn2nnc(C(=O)NCc3ccc4c(c3)OCO4)c2N)cc1Cl	·	-5.4%	3.7	·	-10.1%	·	·

Not a retest: three of the compounds above.
SMILES	Luciferase inh	SNCA expr inh	IP6K1 inhibitor	NIH3T3 tox	SNCA viab count	GPT2 inhibitor	HEK cytotox
COc1ccc(-c2nc(C(C)C)nc3c2CCN(C(=O)Cc2cccc(Cl)c2)CC3)cc1	-5.0%	5.3%	0.9	?	-28.0%	i	?
O=C(c1ccccc1)N1CCCC(c2nn(-c3ccccc3)c(=O)[nH]2)C1 (centres undefined)	-11.6%	-1.4%	14.5	-27.7%	-5.7%	?	?
Cc1cccc(OCC(=O)N2CCC3(CC2)NC(=O)N(Cc2ccccc2)C3=O)c1	2.1%	5.8%	2.7	?	3.1%	-0.4%	?

Only SNCA viab count (five entries from above):
SMILES	SNCA viab count
COc1cccc([S+](=O)([O-])N2CCC(C(=O)N3CCC(N4Cc5cccn5C4=O)CC3)CC2)c1	0.2%
CC(C)NC(=O)c1cc(-c2ccccc2)nc2c1cnn2C	2.3%[87.6 µM]
Cc1nn2c(c1-c1ccccc1-c1ccccc1)N(C(=O)c1ccn(C)n1)CCC2	-1.1%[87.6 µM]
CN1c2cc(C(=O)N3CCN(c4ccccc4F)CC3)ccc2C(=O)N2CCCC21 (centres undefined)	5.1%[12.5 µM]
CCCCN(C)CC(O)Cn1cc(/C=C/C(=O)c2ccc(C)cc2)c2ccccc21 (centres undefined)	?

Screening results: PubChem BioAssay, National Center for Advancing Translational Sciences (NCATS)
